High-throughput results: PubChem BioAssay, Johns Hopkins Ion Channel Center
TRPC4 block = TRPC4 (mouse) channel inhibition; AID 2247; HEK293 TRPC4beta/mu-opioid, DAMGO-evoked Fluo4 calcium flux; hits give low values; B-score at 10 µM; hit rate 0.39% among 300,000; Q9QUQ5;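 active = B-score over 3 SD under the library average, no early fluorescence shift, positive overall ratio signal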
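test system = HEK293 cells with stable TRPC4beta plus mu-opioid receptor expression | detection = Fluo4 Ca2+ flux fluorescence | read-out = integrated fluorescence ratio relative to baseline, converted to per-well B score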
TRPC4 act = opens the mouse TRPC4 cation channel; Q9QUQ5; AID 2237; B-score at 10 µM; HEK293 TRPC4beta/mu-opioid, Fluo4 calcium fluorescence; hits give high values; hit rate 0.49% among 310,000;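 active = B-score above 5 SD of library B-scores, and initial fluorescence ratio not above library mean plus 5 SD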;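 also: positive B-score marks a calcium rise read as TRPC4 activation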
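Assay system: HEK293 stable line with TRPC4beta plus mu-opioid receptor; schedule: 45 min room-temperature Fluo4 loading, 110 s read; technique: kinetic Fluo4 calcium fluorescence; evaluation: integrated baseline-normalised fluorescence ratio, converted to per-well B score; controls: buffer (low) and maximal DAMGO (high)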
RGS4 block = inhibitors of human RGS4. HEK293 M3R/RGS4 inducible, Fluo-4 calcium flux; hits give high values; triggered by carbachol at its EC20. B-score at 10 µM. hit rate 0.45% among 310,000. AID 463165;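 active = B-score, a plate-corrected calcium signal, over three deviations above library mean, with baseline fluorescence within five deviations of library mean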;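 also: RGS4 expression induced by doxycycline in cells with stable M3 receptor; B-score is computed from the integrated fluorescence ratio over baseline after carbachol; higher B-score means a larger calcium signal and so more RGS4 inhibition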
ANO1 block = blocks the mouse calcium-activated chloride channel TMEM16A. Q8BHY3. HEK293 TMEM16A/YFP iodide influx fluorescence, ionomycin. normalized B-score (activity score, 25-100; higher = stronger inhibition) at 10 µM. hit rate 1.2% among 310,000;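 active = ratio plate-corrected score three or more library SD toward inhibition, starting fluorescence score within five deviations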;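 also: score derived from kinetic fluorescence span divided by baseline fluorescence per well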
Target sequence (Q8BHY3 whole entry, looked up): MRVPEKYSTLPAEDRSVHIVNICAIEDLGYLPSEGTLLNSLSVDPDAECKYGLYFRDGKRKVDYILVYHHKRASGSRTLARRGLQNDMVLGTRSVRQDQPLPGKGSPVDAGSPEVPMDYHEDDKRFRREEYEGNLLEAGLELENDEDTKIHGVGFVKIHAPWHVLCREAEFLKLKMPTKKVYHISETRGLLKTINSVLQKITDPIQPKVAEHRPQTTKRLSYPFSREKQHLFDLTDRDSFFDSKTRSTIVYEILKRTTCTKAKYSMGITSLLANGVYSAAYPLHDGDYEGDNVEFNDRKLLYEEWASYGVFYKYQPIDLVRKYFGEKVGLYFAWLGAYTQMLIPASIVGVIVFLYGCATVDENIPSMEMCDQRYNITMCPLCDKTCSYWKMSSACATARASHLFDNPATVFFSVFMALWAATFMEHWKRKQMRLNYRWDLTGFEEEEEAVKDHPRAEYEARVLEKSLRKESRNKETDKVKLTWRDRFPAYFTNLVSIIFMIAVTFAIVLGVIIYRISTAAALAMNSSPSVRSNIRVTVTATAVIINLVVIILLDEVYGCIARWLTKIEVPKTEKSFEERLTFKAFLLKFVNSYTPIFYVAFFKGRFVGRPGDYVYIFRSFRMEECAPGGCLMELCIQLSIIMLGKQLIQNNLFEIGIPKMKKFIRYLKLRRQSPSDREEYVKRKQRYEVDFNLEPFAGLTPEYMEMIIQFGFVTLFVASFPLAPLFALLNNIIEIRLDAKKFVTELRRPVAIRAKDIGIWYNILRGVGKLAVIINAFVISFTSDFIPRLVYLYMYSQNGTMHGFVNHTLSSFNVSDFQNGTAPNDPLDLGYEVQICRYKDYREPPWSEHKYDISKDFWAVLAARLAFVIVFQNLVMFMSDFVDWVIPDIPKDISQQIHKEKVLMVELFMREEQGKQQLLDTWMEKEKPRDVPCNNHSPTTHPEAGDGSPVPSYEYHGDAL
TRPC6 activator = mouse TRPC6 channel activation; Q61143; AID 2550; HEK293-TRPC6 membrane potential dye fluorescence; hits give high values; hit rate 0.13% among 310,000; B-score at 10 µM;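 active = B-score of the integrated fluorescence ratio above library mean plus 3 SD, and starting fluorescence ratio within library mean plus 5 SD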;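 also: higher score means more depolarization so channel activation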
MrgX1 agonist = activates human MrgX1 receptor signaling. Q96LB2. MrgX1-HEK293 cells, Fluo-4 calcium fluorescence, agonist mode; hits give high values. B-score at 10 µM. hit rate 0.44% among 310,000;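 active = calcium response B-score plate-corrected fluorescence ratio at least 3 library SD, with starting fluorescence B-score inside 5 SD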
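System – MrgX1-expressing HEK293 cells · Incubation – cells plated overnight, dye loaded 0.5 h 37 °C, 0.5 h room temperature · Technique – kinetic Fluo-4 NW fluorescence of intracellular calcium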
TRPC4 potent = TRPC4 (mouse) allosteric potentiation; Q9QUQ5; HEK293 TRPC4beta/mu-opioid, DAMGO EC20, Fluo-4 Ca2+ flux; hits give high values; B-score at 10 µM; hit rate 0.42% among 310,000; AID 2227;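 active = B-score of calcium response area above 5 SD of library B-scores, with initial fluorescence ratio within 5 SD of library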;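 also: B-score of integrated fluorescence ratio over time as area under calcium response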
MrgX1 antagonist = blocks BAM8-22 activation of human MrgX1 receptor. Q96LB2. MRGX1-HEK293 calcium flux, Fluo-4, BAM8-22 antagonism; hits give low values. B-score at 10 µM. hit rate 1.3% among 310,000. AID 588676;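 active = calcium-response B-score plate-corrected more than 3 library SD below zero, starting fluorescence within 5 deviations, no agonist response on first addition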;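 also: peak minus trough fluorescence over baseline after final BAM8-22 challenge near maximal dose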
MrgX1 PAM = allosterically activates human MrgX1 receptor signaling; B-score at 10 µM; MrgX1-HEK293, Fluo-4 calcium flux, FDSS; hits give high values; hit rate 0.63% among 310,000; AID 588675; Q96LB2;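 active = plate-corrected calcium response at least 3 library SD above typical, normal starting fluorescence, not activating the receptor alone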;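 also: compound read alongside a low EC10 to EC30 dose of BAM8-22 agonist; peak minus trough fluorescence over baseline measured at the second addition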
TRPC6 inhibitor = blocks the mouse TRPC6 cation channel. Q61143. B-score at 10 µM. AID 2553. HEK293-TRPC6, membrane potential dye, ACh-evoked depolarization; hits give low values. hit rate 1.1% among 310,000;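 active = B-score under library mean minus 3 SD, initial fluorescence not abnormally high, positive integrated signal ratio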;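 also: B-score derived from integrated fluorescence ratio over the kinetic read; more negative B-score means stronger inhibition of depolarization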
ANO1 activ = mouse TMEM16A channel activation, primary screen | Q8BHY3 | HEK293 TMEM16A/YFP-H148Q/I152L, iodide quench fluorescence; hits give low values | B-score at 10 µM | hit rate 0.3% among 340,000 | AID 623877;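 active = fluorescence-ratio B-score plate-corrected deviation score at least 3 library SD below zero, with starting fluorescence score within 5 deviations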;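 also: channel opened by trigger with iodide after compound preincubation; score built on the fluorescence ratio of max minus min over baseline; more negative score means more quench and so TMEM16A activation or potentiation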
Starred values were filed as active, the others as inactive; i = inactive; nt = no result given.

SMILES	TRPC4 block	TRPC4 act	RGS4 block	ANO1 block	TRPC6 activator	MrgX1 agonist	TRPC4 potent	MrgX1 antagonist	MrgX1 PAM	TRPC6 inhibitor	ANO1 activ
O=C1Nc2ccc(S(=O)(=O)NCC3CCCO3)c3cccc1c23 (stereo not given)	i	i	i	i	i	i	i	i	i	i	i
CCOC(=O)c1c(Cl)c(C)nn1-c1nc(OC)cc(OC)n1	i	i	i	i	i	i	i	i	i	i	i
C[C@@H]1CCC2[C@](C)(CO)[C@@H](O)CC[C@]2(C)[C@@]12CC[C@@](CO)(CC(=O)O)O2 (stereo not given in full)	i	i	i	i	i	i	i	i	i	i	i
CC[C@H](C)/C=C/C1=CC2=C(Cl)C(=O)[C@@]3(C)OC(=O)C(C(=O)[C@H](C)[C@@H](C)O)=C3C2=CO1	i	i	i	25*	i	i	i	i	10*	i	i
CCOc1ccc(-n2c(-c3ccc(Cl)cc3)c[n+]3c2SCC3)cc1	-6*	i	i	i	i	i	i	i	i	-7.3*	i
O=C(Nc1ccc(S(=O)(=O)NCc2ccccc2)cc1)C1CCCCC1	i	i	i	i	i	i	i	i	i	i	i
O=C(/C=C/c1ccc2ccccc2n1)N1CCN(S(=O)(=O)c2ccc(F)cc2)CC1	i	i	i	i	i	i	i	i	i	i	i
COc1ccc(CNC(=O)C(c2ccncc2)N(C(=O)Cc2cccs2)c2ccc(C)cc2)cc1 (stereo not given)	i	i	i	i	i	i	i	i	i	i	i
COC(=O)Cn1c(=NC(=O)c2nc3ccccc3s2)sc2cc(S(C)(=O)=O)ccc21	i	i	i	i	i	i	i	-5.2*	i	i	nt
Cc1ccc(NC(=O)C2CCN(S(=O)(=O)c3ccc(Cl)c(C(F)(F)F)c3)CC2)nc1	i	i	i	i	i	i	i	i	i	i	i
COc1ccc(-c2cc(C#N)nc(Oc3ccc(Cl)cc3)n2)cc1	i	i	i	i	i	i	i	i	i	i	i
CCC(C)[C@@H]1NC(=O)N(CCCN2CCCC2=O)C1=O (stereo not given in full)	i	i	i	i	i	i	i	i	i	i	i
COCCN(CCOC)Cc1cc(=O)oc2cc3c(cc12)CCC3	i	i	i	i	i	i	i	i	i	i	i
COc1cc(C(=O)NCCOc2ccccc2C)c(Br)c(OC)c1OC	i	i	i	i	i	i	i	i	i	i	i
COC(=O)c1[nH]c(C)c(/C(O)=C2\C(=O)C(=O)N(CCN3CCOCC3)C2c2ccccc2OC)c1C (stereo not given)	i	i	i	i	i	i	i	i	i	i	i
COC(=O)C1=C(C)N(Cc2ccco2)C(=O)N[C@@H]1c1cccc(C(F)(F)F)c1	i	i	i	i	i	i	i	i	i	i	i
O=C(CCN1CCN(Cc2ccccc2)CC1)Nc1ccc(OCc2ccccc2)cc1	i	i	i	i	i	i	15*	i	i	i	i
COc1ccc(CCc2nnc(CCC(=O)N(C)Cc3ccncc3C)o2)cc1	i	i	i	i	i	i	i	i	i	i	i
COCCN1C(=O)/C(=C/c2ccc(OCc3ccc(C(=O)O)cc3)c(OC)c2)SC1=Nc1ccccc1	i	i	i	100*	i	i	i	i	i	i	i
Cc1ccc(Cl)cc1NC(=S)NN	i	i	i	i	i	i	i	i	i	i	i
Cc1cc(C)n(-c2nc(Nc3ccccc3)nc(-n3nc(C)cc3C)n2)n1	i	i	i	i	i	i	i	i	i	i	i
CC(C)CN(C(=O)COC(=O)Cc1c[nH]c2ccccc12)c1c(N)n(Cc2ccccc2)c(=O)[nH]c1=O	i	i	i	i	i	i	i	i	i	i	i
CCCCCNc1nc2ccccc2nc1NS(=O)(=O)c1cccs1	i	i	i	i	i	i	i	i	i	i	i
O=C(CN1CCCCC1)Nc1cccc2c1OCO2	i	i	i	i	i	i	i	i	i	i	i
Cc1ccc(C(=O)O)cc1NC(=O)C1CCCN1S(=O)(=O)c1cccc2nsnc12 (stereo not given)	i	i	i	i	i	i	i	i	i	i	i
CCC(C)(C)NC(=O)C(c1cccs1)N(C(=O)c1ccn[nH]1)c1ccccc1 (stereo not given)	i	i	i	i	i	i	i	i	i	i	i
O=C(NC(C(=O)N/N=C/c1cccnc1)c1n[nH]c(=O)c2ccccc12)c1ccccc1 (stereo not given)	i	53*	i	i	i	36*	i	i	i	i	-6.4*
Cc1cc(N2CCOCC2)nc(N2CCOCC2)n1	i	i	i	i	i	i	i	i	i	i	i
Cc1ccc(Sc2ncccc2C(=O)O)cc1C	i	i	i	i	i	i	i	i	i	i	i
CC1CCN(CC(O)Cn2c3ccccc3c3ccccc32)CC1 (stereo not given)	i	i	i	i	i	i	i	i	i	i	i
Cc1ccc2c(CC(=O)NCc3ccco3)coc2c1C	i	i	i	i	i	i	i	i	i	i	i
O=C(CSc1nnc(-c2ccco2)n1Cc1ccco1)Nc1ccccc1	i	i	i	i	i	i	i	i	i	i	i
O=C(NC1CC1)C1=C[C@@H](c2ccccc2)C[C@@H](OCc2ccc(CO)cc2)O1	i	i	i	i	i	i	i	i	i	i	i
O=C(CN1C(=O)S/C(=C\c2ccc(F)cc2)C1=O)NCCCn1ccnc1	i	i	i	i	i	i	i	i	i	i	i
CN1c2ccc(Cl)cc2C(=O)NC1C1CC=CCC1 (stereo not given)	i	i	i	i	i	i	i	i	i	i	i
c1ccc(-c2csc(-c3ccc(-c4csnn4)cc3)n2)cc1	i	i	i	i	i	i	i	i	i	i	i
CCOC(=O)N1CCN(C(=O)Nc2ccc(Cl)cc2)CC1	i	i	i	i	i	i	i	i	i	i	i
COc1ccc(NC(=O)c2ccc(CNc3c(NC4CCCCC4)c(=O)c3=O)cc2)cc1OC	i	i	i	i	i	i	i	i	i	i	i
CC(C)n1c(NCc2nc3ccccc3n2C)nc2ccccc21	i	i	i	i	i	i	i	i	i	i	i
CC(=O)N1CCN(CC(=O)Nc2ccc(C)c(S(=O)(=O)N(C)C)c2)CC1	i	i	i	i	i	i	i	i	i	i	i
CCOC(=O)c1sc(NC(=O)Nc2ccc(F)cc2)nc1C	i	i	i	i	i	i	i	i	i	i	i
CCOc1ccccc1-c1noc(CCC(=O)Nc2cccnc2)n1	i	i	i	i	i	i	i	i	i	i	i
CCCN(CCC)C(=O)C1CCN(c2ccc(S(=O)(=O)N3CCOCC3)cc2[N+](=O)[O-])CC1	i	i	i	i	i	i	i	i	i	i	i
CC(/C=C\C=C\c1ccccc1)=N\NC(=O)c1cncc(Br)c1	i	i	i	i	i	i	i	i	i	i	i
COc1ccc(C)cc1NC(=O)CN1CCN(c2ccccc2F)CC1	nt	nt	nt	i	nt	i	nt	i	i	nt	i
O=C(CSCC(=O)c1ccccc1)Nc1ccccc1Cl	i	i	i	i	i	i	i	i	i	i	i
COc1cc(Cl)c([C@@H]2C[C@H]3CN(c4ccccc4)C(=O)[C@]34CCCN24)cc1OC	i	i	i	i	i	i	i	i	i	i	i
CCC1Oc2ccc(C)cc2N(CC(=O)NCCCN2CCN(Cc3ccccc3)CC2)C1=O (stereo not given)	i	i	i	i	i	i	i	i	i	i	i
Cn1c(=O)[nH]c(=O)c2c1nc(N1CCCCC1)n2CC(O)CN1CCCCC1 (stereo not given)	i	i	i	i	i	i	i	i	i	i	i
COc1ccc(/C=N/OC(=O)Nc2ccc(Cl)cc2)c(OC)c1	i	i	i	i	i	i	i	i	i	i	i
(continued)
SMILES	TRPC4 block	TRPC4 act	RGS4 block	ANO1 block	TRPC6 activator	MrgX1 agonist	TRPC4 potent	MrgX1 antagonist	MrgX1 PAM	TRPC6 inhibitor	ANO1 activ
O=C1CC(SCCO)C(=O)N1c1ccccc1 (stereo not given)	i	i	i	i	i	i	i	i	i	i	i
COc1ccc(NC(=O)Cn2cnc3c(cnn3C(C)(C)C)c2=O)cc1OC	i	i	i	i	i	i	i	i	i	i	i
Cc1cc(NCCO)nc(-n2nc(C)cc2C)n1	i	i	i	i	i	i	i	i	i	i	i
Cc1cccc(N2C(=O)C3C4C=CC(CC4)C3C2=O)c1 (stereo not given)	i	i	i	i	i	i	i	i	i	i	i
CCC(C)[C@H](NC(=O)N1CC(=O)Nc2ccccc21)C(=O)Nc1nccs1 (stereo not given in full)	i	i	i	i	i	i	i	i	i	i	i
O=C(CCNC(=O)C1CCN(S(=O)(=O)c2ccc(F)cc2)CC1)NCCc1cccc(F)c1	i	i	i	i	i	i	i	i	i	i	i
CCOC(=O)c1[nH]cnc1C(=O)NC(C)C	i	i	i	i	i	i	i	i	i	i	i
S=c1[nH]nc(Cn2nnc3ccccc32)n1-c1ccccc1	i	i	i	i	i	i	i	i	i	i	i
N#C/C(C(N)=O)=C1/SC=C(c2ccccc2)N1c1ccccc1	i	i	i	i	i	i	i	i	i	i	i
CC(=O)c1c(C)[nH]c(C(=O)OCC(=O)NCC(C)C)c1C	i	i	i	i	i	i	i	i	i	i	i
COc1ccc(CN2C(=O)c3cccnc3C2=O)cc1S(=O)(=O)N1CCCCC1	i	i	i	i	i	i	i	i	i	i	i
COc1ccc(C2c3ccc4ccccc4c3Oc3ncn(CCN4CCOCC4)c(=N)c32)cc1 (stereo not given)	i	i	i	i	i	i	i	i	i	i	i
N#Cc1ccc(/C=C/C(=O)c2ccco2)cc1	i	i	i	i	i	i	i	i	i	i	i
COc1cc(CN2CCNC(=O)C2CC(=O)N(C)CCC2CCOCC2)cc(OC)c1 (stereo not given)	i	i	i	i	i	i	i	i	i	i	i
CCOCCCn1c(=N)c(C(=O)NCc2ccc3c(c2)OCO3)cc2c(=O)n3ccccc3nc21	i	i	i	nt	i	nt	i	nt	nt	-5.9*	nt
Clc1ccc(-c2cn(-c3ccccc3)c3[n+]2CCS3)cc1	i	i	i	i	i	i	i	i	i	-7.4*	i
COCCNC(=O)CN(C(=O)Cn1nnc2ccccc21)c1ccccc1C	i	i	i	i	i	i	i	i	i	i	i
O=S(=O)(Nc1ccc2c(c1)OCCO2)c1cccc(F)c1	i	i	i	i	i	i	i	i	i	i	i
